sEH inhibitor: inhibitors of human soluble epoxide hydrolase; recombinant human sEH enzymatic activity assay; P34913; inhibition, % at 2 µM; 91,000 tested, 0.34% active; in the data active = inhibition above about 80%; note: values of inactives mirror those of a sister screen read the other way; many of its hits are not listed in these tables
CYP2C19 act: increases human CYP2C19 enzyme activity | P33261 | AID 1025 | 96,000 tested, under 10 active | activation factor at 5 µM | recombinant CYP2C19, luciferin-H EGE luminescence; hits give high values; 0 = fully inhibited enzyme, 1 = untreated enzyme;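 active = activation factor of at least 2 at 5 µM in the primary screen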;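 note: 0 = wells with 2.5 mM tranylcypromine and 1 = vehicle-only wells; values of inactives mirror those of a sister screen read the other way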
Target sequence (P33261 whole entry, looked up): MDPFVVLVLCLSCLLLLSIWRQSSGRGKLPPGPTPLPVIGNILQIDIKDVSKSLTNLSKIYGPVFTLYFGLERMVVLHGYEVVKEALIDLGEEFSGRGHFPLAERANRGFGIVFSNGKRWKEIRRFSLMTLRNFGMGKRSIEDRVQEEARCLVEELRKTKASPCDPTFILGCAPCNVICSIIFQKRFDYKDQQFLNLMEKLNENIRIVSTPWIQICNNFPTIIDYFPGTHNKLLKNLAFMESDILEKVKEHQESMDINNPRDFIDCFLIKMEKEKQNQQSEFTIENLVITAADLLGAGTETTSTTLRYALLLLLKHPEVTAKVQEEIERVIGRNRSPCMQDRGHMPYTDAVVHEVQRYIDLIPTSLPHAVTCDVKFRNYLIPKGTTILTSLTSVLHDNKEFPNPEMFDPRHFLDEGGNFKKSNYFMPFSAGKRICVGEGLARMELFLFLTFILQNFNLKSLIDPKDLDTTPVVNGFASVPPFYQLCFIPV
PostGolgi ctrl: growth of the yeast control strain, post-Golgi counter-screen | efflux-deficient yeast background strain, growth absorbance A615, 16 h | inhibition, % at 10 µM | 98,000 tested, 5% active
S1P2 ag: agonists of human S1P2 receptor; AID 729; 97,000 tested, 0.46% active; O95136; S1P2-expressing cell line, agonist reporter read-out; activation, % at 4.5 µM; in the data active = activation above about 16%;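 note: 0% = vehicle low control and 100% = maximal reference agonist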
CYP2C19 inh: human CYP2C19 inhibition | P33261 | CYP2C19 Supersomes, luciferin-H EGE luminescence, 30 min | inhibition, % at 5 µM | 96,000 tested, 21% active;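 active = CYP2C19 inhibition above a set limit at 5 µM in the primary screen, cut at about 50% in these data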;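 note: plate controls were negative control wells for no effect and 2.5 mM tranylcypromine positive control for full effect; values of inactives mirror those of a sister screen read the other way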
PostGolgi yeast: growth inhibition of a yeast mutant, post-Golgi transport screen; post-Golgi transport phenotypic cell assay; inhibition, % at 10 µM; 98,000 tested, 0.9% active;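 note: yeast cells grown in 1536-well plates; yeast grown about 18 h at 30C before absorbance read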
sEH act: increases human soluble epoxide hydrolase activity; AID 717; 91,000 tested, 0.04% active; purified human sEH enzymatic activity, activator screen; P34913; activation, % at 2 µM; in the data active = activation above about 37%; note: values of inactives mirror those of a sister screen read the other way
hDAT+cocaine: human DAT dopamine uptake with cocaine, either direction; B-score at 10 µM; LLC-PK1 hDAT cells, [14C]-dopamine uptake with cocaine IC80; actives deviate in either direction; 110,000 tested, 1.3% active; AID 449768; Q01959;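 active = Z score or B-score, a plate-position-corrected score, falls beyond the plate's 99.7% confidence bounds, in either direction; inactive = both scores lie inside the 99.7% bounds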;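 note: scored against the spread of the other compound wells on the same plate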
Target sequence (Q01959 whole entry, looked up): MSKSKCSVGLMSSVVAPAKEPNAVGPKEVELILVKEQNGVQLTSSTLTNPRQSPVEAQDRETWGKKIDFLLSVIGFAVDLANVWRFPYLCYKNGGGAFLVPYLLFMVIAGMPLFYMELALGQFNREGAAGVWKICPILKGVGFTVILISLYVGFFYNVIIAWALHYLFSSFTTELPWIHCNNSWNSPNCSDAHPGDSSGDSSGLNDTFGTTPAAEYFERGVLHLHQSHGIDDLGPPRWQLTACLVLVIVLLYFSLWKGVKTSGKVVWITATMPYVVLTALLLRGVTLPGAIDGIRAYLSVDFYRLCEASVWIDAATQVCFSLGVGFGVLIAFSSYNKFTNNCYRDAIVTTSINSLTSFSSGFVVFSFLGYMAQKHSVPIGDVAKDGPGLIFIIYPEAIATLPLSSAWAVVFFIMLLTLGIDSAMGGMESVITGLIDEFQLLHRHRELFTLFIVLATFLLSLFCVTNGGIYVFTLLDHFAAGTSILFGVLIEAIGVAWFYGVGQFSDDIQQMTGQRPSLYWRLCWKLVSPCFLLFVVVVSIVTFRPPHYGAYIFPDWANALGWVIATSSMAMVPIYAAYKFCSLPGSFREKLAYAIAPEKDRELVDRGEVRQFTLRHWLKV
S1P2 antag: S1P2 (human) receptor antagonism. cell-based S1P2 antagonist assay, inhibition at 5 uM. 97,000 tested, 0.21% active. AID 736. O95136. inhibition, % at 5 µM; in the data active = inhibition above about 45%;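 note: CRE beta-lactamase reporter cells expressing human S1P2 stimulated with S1P; 0% = agonist at EC80 alone and 100% = agonist plus reference antagonist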
* = called active by the depositor; . = no result given. Cut-off read from the data, not from the text of the source, unless noted: active = inhibition above about 30%; inactive = the rest. The list is partial; count on the stated rates, not on these rows.

SMILES	sEH inhibitor	CYP2C19 act	PostGolgi ctrl	S1P2 ag	CYP2C19 inh	PostGolgi yeast	sEH act	hDAT+cocaine	S1P2 antag
CN1CCN(C(=O)COc2ccc(C(C)(C)C)cc2Br)CC1	-7	0.3	8	0	66*	-6	8	-0.048	-17
O=C1CN=C(c2cccs2)c2c(sc3c2CCCC3)N1	6	0.9	5	-5	6	6	-5	-0.99	-2
COc1ccc(CC[n+]2cc(/N=C(\C)[O-])on2)cc1OC	9	.	5	-3	.	11	-8	-0.12	-18
CN(C)C(=O)Oc1ccc(-c2nnco2)cc1	.	1	3	0	5	3	.	-0.81	9
Cc1ccc(C(=O)C2CN(C)CC2C(=O)c2ccc(C)cc2)cc1 (centres undefined)	-13	0.7	6	-10	34	0	13	-0.42	7
O=C(Cc1ccccc1)Oc1ccc(N2C(=O)CCC2=O)cc1	-5	1	18	-2	3	-8	6	0.0015	5
CCOc1cccc(N2C(=O)CC(=O)NC2=O)c1	-1	1	19	-1	-1	-7	2	0.12	-11
Nc1ccc(N2CCN(Cc3ccccc3Cl)CC2)c(Cl)c1	-14	0	1	2	97*	7	12	2.4	11
Cc1ccc(N2C(=O)/C(=C/c3ccc(CN(CCC#N)S(C)(=O)=O)o3)C(=O)NC2=S)cc1C	11	1.2	-2	-5	-17	-3	-11	0.53	11
CCOC(=O)N1CCC(NC(=O)CCc2nc(C3=CCN(C)CC3)no2)CC1	-1	1	6	-4	1	25	2	0.11	12
C=CCn1c(O)c(C(C)=NCc2ccco2)c(=O)[nH]c1=O	-2	1.1	5	-3	-7	4	2	-0.17	-2
COc1ccc(OC)c(N2C(=O)NC(=O)C(CCc3ccncc3)(CCc3ccncc3)C2=O)c1	-7	.	14	-1	.	-4	6	0.87	4
CCCCn1c(O)c(C(CC)=NCCN2CCCCC2)c(=O)[nH]c1=O	-2	0.8	-6	-5	21	26	1	-0.15	-6
Cc1ccc2c(c1)C1CN(C)CCC1N2C(=O)c1ccco1 (centres undefined)	.	1	-6	-6	-4	0	.	0.29	-12
COc1ccc(CCC(=O)N2CCC3(CC2)OCCO3)cc1	-2	0.2	-6	-6	75*	-14	4	-0.95	-10
CCCCCSc1cc(OC)c(CCNC)cc1OC	17	0.4	11	-2	62*	-2	-16	1.4	6
CN1CC=C2C(C#N)=C(N)C(C#N)(C#N)C(c3ccncc3)C2C1 (centres undefined)	-1	0.9	19	3	11	3	6	-2	5
CN(C)CCc1nn[nH]n1	-7	.	-2	-6	.	8	7	-0.27	13
O=P(O)(O)C#Cc1ccccc1	.	1	-7	.	-3	-3	.	.	.
COc1ccccc1N1CCN(Cc2ccccc2F)CC1	.	0.7	-1	.	30	36*	.	0.34	.
O=C(Nc1ccc(Cl)cc1)Nc1nccs1	11	1	11	53*	4	3	-10	-0.21	13
O=S1(=O)CC2(N3CCOCC3)CCCCC21 (centres undefined)	.	1.1	1	.	-8	3	.	0.54	.
COc1ccc(CCn2c(O)c(C=NCCCN(C)C)c(=O)[nH]c2=O)cc1OC	3	1	-4	-4	1	-4	-1	0.011	-51
C=C1N2CCC(CC2)C1(O)c1ccc(C)cc1 (centres undefined)	-18	0.7	-3	0	33	-1	20	0.18	-30
COc1ccc(C2SCC(=O)Nc3c2c(=O)[nH]n3C2CCCCCC2)cc1OC (centres undefined)	.	1.1	-6	.	-14	0	.	-0.014	.

Given with two lines to a compound: part of the list above
The line under a structure holds: sEH inhibitor	CYP2C19 act	PostGolgi ctrl	S1P2 ag	CYP2C19 inh	PostGolgi yeast	sEH act	hDAT+cocaine	S1P2 antag
> COc1ccc(CCC(=O)N2CCC3(CC2)OCCO3)cc1
 : -2	0.2	-6	-6	75*	-14	4	-0.95	-10
> CCCCCSc1cc(OC)c(CCNC)cc1OC
 : 17	0.4	11	-2	62*	-2	-16	1.4	6
> CN1CC=C2C(C#N)=C(N)C(C#N)(C#N)C(c3ccncc3)C2C1 (centres undefined)
 : -1	0.9	19	3	11	3	6	-2	5
> CN(C)CCc1nn[nH]n1
 : -7	.	-2	-6	.	8	7	-0.27	13

More results
SMILES	sEH inhibitor	CYP2C19 act	PostGolgi ctrl	S1P2 ag	CYP2C19 inh	PostGolgi yeast	sEH act	hDAT+cocaine	S1P2 antag
CCC(COC(=O)NC)NC(=O)Oc1ccccc1 (centres undefined)	-1	1	6	-5	3	-15	1	-0.016	-9
COC(=O)C(O)(c1c(C)[nH]n(-c2ccccc2)c1=O)C(F)(F)F (centres undefined)	11	1	1	-2	1	-1	-11	-0.52	6
O=C(C1CC(=O)N(C2CCCC2)C1)N1CCC2(CC1)OCCO2 (centres undefined)	0	0.9	21	-2	10	1	-1	-0.019	1
CNCCc1nc(N)n[nH]1	0	1.1	3	-1	-8	-10	3	-0.2	-21
CC(C)CNC(=O)c1c(N)n(Cc2ccco2)c2nc3ccccc3nc12	-5	1	55*	33*	0	3	4	-1.1	-65
Cc1nc2ccccc2c(=O)n1-c1ccc(F)cc1	.	0.6	2	.	42	-3	.	-0.5	.
Cc1c(N=Cc2c(O)n(Cc3ccc(F)cc3)c(=O)[nH]c2=O)c(=O)n(-c2ccccc2)n1C	5	1	7	-2	-4	0	-4	0.0058	-10
OCC12CO[C@@H]3c4ccccc4[C@H](OC1)N32 (some centres undefined)	0	1	-2	-4	2	0	1	-0.37	-19
COc1cc(/C=N/NC(=O)Cn2c([N+](=O)[O-])cnc2C)ccc1OC(=O)N(C)C	-9	1	12	-3	-4	-4	8	0.5	0
Cc1nn(Cc2ccccc2Cl)c(Cl)c1C(=O)OCC(=O)NCc1ccco1	2	1	13	-6	-4	1	-2	-2.1	-5
N[C@@H](Cc1c[nH]c2ccccc12)c1nnc(SCc2ccc(Cl)cc2)o1	-8	0.3	-1	0	66*	47*	6	-8.5*	2
CC(=NCCN1CCOCC1)c1c(O)n(-c2ccccc2C)c(=O)[nH]c1=O	0	1.2	1	-7	-18	1	0	1	20
CCOC(=O)c1c(/N=C/c2c(O)n(-c3ccc(F)cc3)c(=S)[nH]c2=O)sc2c1CCCC2	3	1.1	10	-6	-10	-2	-2	.	4
CC(=O)NC1CC2CCCC(C1)N2 (centres undefined)	1	0.9	-4	-4	6	-12	0	-0.77	11
O=C1NC(=O)C(CCc2ccccn2)(Cc2ccc3c(c2)OCO3)C(=O)N1CCc1ccccc1 (centres undefined)	7	0.4	14	-9	55*	3	-5	0.7	-2
COc1cccc(N2C(=O)NC(=O)C3(Cc4cc(C)ccc4N(C)C3)C2=O)c1 (centres undefined)	-2	0.6	-12	-2	37	-1	1	0.51	-4
COc1ccc(-c2nc3ccccc3c(=O)n2-c2cccnc2)cc1	14	0.9	-4	-2	8	0	-13	0.61	8
CCOC(=O)C1=C(C)OC(N)=C(C#N)C12C(=O)Nc1ccc(C)cc12 (centres undefined)	2	0.8	2	-3	15	-6	-3	0.76	-6
COC(=O)C1=C(N)Oc2c(c(=O)oc3ccccc23)[C@]12C(=O)N(C)c1ccccc12	.	0.3	-3	.	68*	-4	.	0.013	.
COc1ccc(C2SCC(=O)Nc3c2c(=O)[nH]n3C2CCCCC2)cc1 (centres undefined)	.	1.1	7	-4	-12	-9	.	-0.0033	20
O=C(c1cc2c(s1)-c1ccccc1OC2)N1CCC2(CC1)OCCO2	-14	0.2	10	-3	84*	-2	11	.	-23
CC(C)CCn1c(N)c(C(=O)NCc2cccs2)c2nc3ccccc3nc21	4	0.9	9	15	13	-1	-3	-1.1	-27
CCC(=NCCO)c1c(O)n(C2CCCCC2)c(=O)[nH]c1=O	15	0.4	5	-10	61*	0	-14	-0.027	-4
CN1CCN(c2nc3ccccc3c(=O)n2-c2ccccc2)CC1	.	1	9	.	-2	5	.	-0.88	.
CCCN(CC#CCO)CCC	-12	.	14	0	.	7	12	-0.34	0

Limited to sEH act, for four of the compounds above:
| Structure | sEH act |
| --- | --- |
| OCC12CO[C@@H]3c4ccccc4[C@H](OC1)N32 (some centres undefined) | 1 |
| COc1cc(/C=N/NC(=O)Cn2c([N+](=O)[O-])cnc2C)ccc1OC(=O)N(C)C | 8 |
| Cc1nn(Cc2ccccc2Cl)c(Cl)c1C(=O)OCC(=O)NCc1ccco1 | -2 |
| N[C@@H](Cc1c[nH]c2ccccc12)c1nnc(SCc2ccc(Cl)cc2)o1 | 6 |

The results go on.
SMILES	sEH inhibitor	CYP2C19 act	PostGolgi ctrl	S1P2 ag	CYP2C19 inh	PostGolgi yeast	sEH act	hDAT+cocaine	S1P2 antag
Cc1ccc2c(c1)C1CN(C)CCC1N2C(=O)Cn1nnc(-c2ccccc2F)n1 (centres undefined)	-6	0.9	8	-2	8	0	5	2.4	11
O=C(NCC(c1cccnc1)N1CCN(c2ccccc2)CC1)Oc1ccccc1 (centres undefined)	9	.	.	-7	.	.	-8	-0.15	2
C=CCN1C(=O)NC(=O)/C(=C/c2cnc(SC)nc2)C1=O	2	1	18	-2	0	-2	-2	-0.69	1
O=C1NC(=O)N(c2ccc3c(c2)OCO3)C(=O)/C1=C/c1ccc(N2CCCCC2)o1	-8	0.9	0	-3	10	-7	6	-1.6	-1
Cc1ccc(O)c(CN2CCN(c3ccccc3)CC2)c1	.	0.1	2	.	93*	3	.	.	.
CCn1c(=O)cc(OCC(=O)N2CCC3(CC2)OCCO3)c2ccccc21	-12	0.9	16	-9	13	0	13	-1.2	17
Cc1nc2ccccc2c(=O)n1-n1cnnc1	0	1	14	-9	3	0	0	-1.6	12
CN(C=O)CP(=O)(O)CN(C)C=O	-7	0.7	19	-6	31	-10	4	-0.0092	31
C=CCN1C(=O)NC(=O)/C(=C/c2ccc(OC)c(CSc3ccccn3)c2)C1=O	10	0.5	15	-8	52*	-16	-8	-0.042	-5
O=C(NC(c1ccc(Cl)cc1)P(=O)(Oc1ccccc1)Oc1ccccc1)OCc1ccccc1 (centres undefined)	-8	.	.	-5	.	.	6	-1.9	-1
O=C1NC(=O)C(Cc2cccs2)C(=O)N1	0	1.2	-2	1	-24	2	0	-0.93	-7
O=C(c1cc(Br)ccc1Cl)N1CCC2(CC1)OCCO2	2	0	10	0	98*	7	-1	0.68	8
O=P(Nc1c(Cl)cccc1Cl)(c1ccccc1)c1nc2c(s1)CCCC2 (centres undefined)	-7	1.1	14	-7	-12	-5	6	0.055	8
COc1ccc2c(c1)CC1(CN2C)C(=O)NC(=O)N(c2ccc(F)cc2)C1=O (centres undefined)	-6	0.8	-9	-6	19	23	8	-0.0045	35
CCOc1cc(C(=O)N2CCC3(CC2)OCCO3)cc(OCC)c1OCC	3	0.7	1	-6	25	5	-2	0.051	-13
Cc1nc2nc(SCC(=O)N3CCC4(CC3)OCCO4)nn2c(C)c1Cc1ccccc1	-3	0.7	1	-3	31	0	1	1	-25
Cn1c(O)c(C=NC2CC(C)(C)NC(C)(C)C2)c(=O)n(C)c1=O	.	0.9	9	-3	7	3	.	0.46	24
Cc1c(C(=O)N2CCC3(CC2)OCCO3)sc2ncnc(N(C)c3ccccc3)c12	.	0.9	9	-4	13	20	.	-0.57	14
COCCOC(=O)C1=C(N)OC(C)=C(C(=O)OC)C12C(=O)Nc1ccccc12 (centres undefined)	-2	0.9	-1	-3	6	8	4	-0.24	8
CCCCn1c(O)c(C(CC)=NCc2ccc3c(c2)OCO3)c(=O)[nH]c1=O	-10	0.3	55*	-9	74*	5	8	-0.81	-8
Cc1cc(N2C(=O)C3CCCN3C2c2cccc(Cl)c2)no1 (centres undefined)	-20	.	-3	-1	.	-4	18	-0.68	-3
CN1CCCC(C(=O)c2ccccc2)C1 (centres undefined)	-2	1	24	-4	-5	11	2	-0.35	-3
COc1ccc(OC)c(C2=NOC(C(=O)N3CCC4(CC3)OCCO4)C2)c1 (centres undefined)	2	0.6	-2	-3	42	1	-3	0.66	9
CN(C)CCCN=Cc1c(O)n(CCc2ccccc2)c(=O)[nH]c1=O	-5	1	1	-3	-4	-7	4	-0.88	1
CC(=NCc1ccc(F)cc1)c1c(O)n(C)c(=O)n(C)c1=O	6	0.6	7	-9	36	1	-7	-2.1	-18
CCN(CC)P(=O)(NC(=O)C(Cl)(Cl)Cl)N(CC)CC.[Cl-].[Cl-].[Cl-].[Nd+3]	9	0.9	9	-10	11	-4	-10	0.048	5
COC(=O)C[C@]1(C(=O)OC)CN(C#N)N(c2ccc(Cl)cc2)C12c1ccccc1-c1ccccc12	-1	.	.	-7	.	.	2	-0.76	36

Bioassay records (PubChem)
